Bioassay records deposited in PubChem BioAssay by Johns Hopkins Ion Channel Center.
CHT block: inhibitors of human choline transporter CHT | High affinity choline transporter 1 (Homo sapiens), Q9GZV3 | B-score at 10 µM | AID 488975, 2010 | CHT-expressing cells, membrane potential dye, choline response; active compounds read low | 310,000 compounds, 0.86% hits;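 active means B-score over 3 SD under the library average, and starting fluorescence ratio not unusually high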;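 further: choline stimulus applied at its EC90 after an EC20 pre-addition; B-score computed on integrated fluorescence ratio after choline addition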
Target sequence (Q9GZV3 whole entry, looked up): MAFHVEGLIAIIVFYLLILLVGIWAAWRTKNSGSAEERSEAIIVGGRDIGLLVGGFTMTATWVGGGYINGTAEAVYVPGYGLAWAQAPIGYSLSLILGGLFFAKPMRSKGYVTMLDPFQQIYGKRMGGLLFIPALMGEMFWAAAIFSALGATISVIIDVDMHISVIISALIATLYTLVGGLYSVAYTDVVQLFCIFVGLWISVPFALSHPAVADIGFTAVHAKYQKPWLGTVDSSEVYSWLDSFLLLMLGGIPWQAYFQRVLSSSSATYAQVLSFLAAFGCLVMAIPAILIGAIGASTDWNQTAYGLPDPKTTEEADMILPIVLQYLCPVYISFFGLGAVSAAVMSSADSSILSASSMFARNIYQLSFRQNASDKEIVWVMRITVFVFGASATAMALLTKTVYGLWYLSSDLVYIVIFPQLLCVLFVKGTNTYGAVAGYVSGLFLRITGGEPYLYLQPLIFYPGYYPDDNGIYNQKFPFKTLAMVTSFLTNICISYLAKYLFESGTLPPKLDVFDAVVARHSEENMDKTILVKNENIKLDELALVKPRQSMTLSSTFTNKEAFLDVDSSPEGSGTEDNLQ
Kir21 inh: inhibitors of mouse Kir2.1 inward-rectifier potassium channel | Inward rectifier potassium channel 2 (Mus musculus), P35561 | 310,000 compounds, 0.85% hits | B-score at 10 µM | HEK293-Kir2.1, FluxOR thallium flux fluorescence; active compounds read low | AID 1672, 2009;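 active means fluorescence ratio B-score at or below minus 3 SD of library scores, with starting-brightness B-score within 2 SD, cut at about -4.2 in these data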;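 further: channel flux triggered by added potassium and thallium sulfate stimulus; B-score of peak minus minimum fluorescence over baseline after thallium stimulus; more negative B-score means stronger Kir2.1 block with less thallium influx; some compounds called inactive have numbers as strong as hits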
Target sequence (P35561 whole entry, looked up): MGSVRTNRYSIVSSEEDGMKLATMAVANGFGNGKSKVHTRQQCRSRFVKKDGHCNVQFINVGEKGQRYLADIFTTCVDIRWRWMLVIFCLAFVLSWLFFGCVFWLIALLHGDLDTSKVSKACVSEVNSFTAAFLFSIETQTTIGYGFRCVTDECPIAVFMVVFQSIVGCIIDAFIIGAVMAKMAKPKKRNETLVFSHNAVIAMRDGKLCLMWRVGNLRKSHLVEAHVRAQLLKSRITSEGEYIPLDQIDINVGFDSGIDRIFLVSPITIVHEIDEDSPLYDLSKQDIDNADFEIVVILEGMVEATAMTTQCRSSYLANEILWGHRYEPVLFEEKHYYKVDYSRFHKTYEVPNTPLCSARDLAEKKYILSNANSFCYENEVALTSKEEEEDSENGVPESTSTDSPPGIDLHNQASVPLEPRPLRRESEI
* = called active by the depositor; i = inactive; · = not tested or not shown.

Kir21 inh	CHT block	Molecule
0.01	i	O=C(NCC1CCCO1)C1CCC(=O)N1CCc1ccccc1 (stereo not given)
0.2	i	Cc1cccc(NC(=S)NCC2CCCO2)c1 (stereo not given)
-0.24	i	COc1ccc(F)cc1C(=O)C1CCCN(C(=O)CCc2ccccn2)C1 (stereo not given)
1.6	i	C/C(=N/NC(=O)CNC(=O)Cc1ccccc1)c1ccco1
-2.6	i	Cc1ccc(CNC(=O)c2ccc(Cn3nc(C)cc3C)o2)cc1
-1.6	i	CSc1nc(-c2ccc(C)cc2)[nH]c1S(=O)(=O)c1ccccc1
-1.5	i	COc1ccc(C)cc1S(=O)(=O)N1CCC(C)CC1
-0.41	i	COc1ccc2c(c1)C(c1ccc(C)o1)=NNC(c1cccnc1)=N2
-0.14	i	CCOc1ccc(NC(C)C(=O)N/N=C/c2cccs2)cc1 (stereo not given)
-0.13	i	O=C(NCc1ccccn1)[C@H]1C[C@@H]1[C@H](NP(=O)(c1ccccc1)c1ccccc1)c1ccccc1
-0.17	i	CC(C)n1nc(C(=O)NNC(=O)c2ccncc2)c2ccccc2c1=O
-0.07	i	COc1ccc2c(c1)-c1ccccc1S(=O)(=O)N2C
-0.29	i	NC(=O)c1cc2cc([N+](=O)[O-])ccc2oc1=O
-0.91	i	C=CCN1CCN(C(=O)c2cc3c(s2)CCC(CC)C3)CC1 (stereo not given)
-0.5	i	O=C(Cc1ncc(C(F)(F)F)cc1Cl)NCCc1ccccn1
0.2	i	CCN(CC(=O)Nc1ccc2c(c1)OCCO2)S(=O)(=O)c1ccc(F)cc1
-1.4	i	CCOC(=O)C1CCCN(C(=O)CCNC(=O)Cn2ccc3ccccc3c2=O)C1 (stereo not given)
-0.75	i	Cc1ccc(-c2nn3c(C)nnc3c3ccccc23)cc1S(=O)(=O)NCCN1CCOCC1
0.68	i	O=C(CSc1nnc(NC(=O)C2CC2)s1)Nc1ccc2c(c1)OCCO2
·	i	CN1C(=S)SC(N(O)C(=O)Nc2cccc3ccccc23)C1(C)C (stereo not given)
-0.06	i	CSc1nc2nc(C)c(C/C=C/c3ccccc3)c(=O)n2[nH]1
-0.16	i	O=C(NCCCN1CCCC1=O)c1ccc2c(=O)n(-c3ccc(F)cc3)c(=S)[nH]c2c1
0.26	i	CC(C)CCC(C)NC(=O)C1CCN(S(=O)(=O)/C=C/c2ccccc2)CC1 (stereo not given)
0.11	i	CC(C)CC(=O)O/N=C1\C(=O)N(Cc2ccc(Cl)cc2)c2ccc([N+](=O)[O-])cc21
-0.01	i	CCc1noc(C)c1C(=O)Nc1cc(S(=O)(=O)N(CC)CC)ccc1N1CCOCC1
0.12	i	Cc1ccc(S(=O)(=O)NCC(C)NS(=O)(=O)c2ccccc2[N+](=O)[O-])cc1 (stereo not given)
0.05	i	COc1cc2c(cc1OC)-c1cc(N3CCCCCC3)nc(=O)n1CC2
1.4	i	COc1ccc(/C=C(\NC(=O)c2cccs2)C(=O)NCc2ccco2)cc1OC
-0.01	i	OC(CNC1CCCC1)COc1ccccc1Br (stereo not given)
-0.61	i	CCOC(=O)c1c(NC(=O)COC(=O)CNC(=O)c2ccco2)sc(C)c1C

Sorted by SMILES length (smallest number first): some entries from above
Kir21 inh	CHT block	Molecule
-1.5	i	COc1ccc(C)cc1S(=O)(=O)N1CCC(C)CC1
-0.29	i	NC(=O)c1cc2cc([N+](=O)[O-])ccc2oc1=O
-0.13	i	O=C(NCc1ccccn1)[C@H]1C[C@@H]1[C@H](NP(=O)(c1ccccc1)c1ccccc1)c1ccccc1

Remaining list, next part.
Kir21 inh	CHT block	Molecule
-0.48	i	O=C(OCCOc1ccccc1)c1n[nH]c2ccccc12
0.33	i	Cc1ccc(C(=O)OCC(=O)NC(=O)c2ccc(C(C)(C)C)cc2)c(O)c1
1.3	i	NC(=O)c1cc(S(=O)(=O)N2CCc3ccccc3C2)cs1
-2.7	i	COC(=O)c1ccc(C(NC(=O)OCc2ccccc2)/C(C)=C/[C@@H](C)C(=O)NCc2ccc(OC)c(OC)c2)cc1 (stereo not given in full)
0.36	i	Cc1cc(C(=O)COc2ccccc2C(N)=O)c(C)n1CC1CCCO1 (stereo not given)
-1.5	i	CCCCNC1C(CC)C(CCC)C(C#N)(C#N)C1(C#N)C#N (stereo not given)
0	i	CCS(=O)(=O)C1=NN2C(=N)/C(=C\c3ccc(OCCOc4cccc(OC)c4)c(OC)c3)C(=O)N=C2S1
1.4	i	C#CCSc1nsc(SCC#C)c1C#N
-0.87	i	CC[C@H]1OC(=O)[C@H](C)[C@@H](O[C@H]2C[C@@](C)(OC)[C@@H](O)[C@H](C)O2)[C@H](C)[C@@H](O[C@@H]2O[C@H](C)C[C@H](N(C)C)[C@H]2O)[C@](C)(OC)C[C@@H](C)C(=O)[C@H](C)[C@@H](O)[C@]1(C)O
0.81	i	Cc1onc(-c2ccccc2Cl)c1C(=O)Nc1nnc(-c2ccc(F)cc2)s1
-0.42	i	O=C(CCNc1ccc(Cl)c(C(F)(F)F)c1)c1ccco1
1.3	i	CCOC(=O)N1CCN(c2nc3ccc(C(=O)c4ccccc4)cc3n3cnnc23)CC1
-0.78	i	CCCCOCCCNC(=O)c1ccc2c(c1)OCO2
1.4	i	CN(C)c1nc(-c2cccnc2)nc(-c2ccc(Cl)cc2)c1C#N
0.59	i	COc1cc2c(cc1OC)C(c1cccc([N+](=O)[O-])c1)NC(=O)C2 (stereo not given)
0.32	i	Cn1cccc1CC(=O)NNC(=S)Nc1ccc(F)cc1
2.2	i	COc1cccc(CN2CCN(C(=O)C3CCC(=O)N(C4CCCC4)C3)CC2)c1 (stereo not given)
1.8	i	O=C1OC/C(=C(/O)c2ccc(Cl)cc2)C1=O
0.8	i	O=C(O)c1ccc(-c2ccccc2C(F)(F)F)o1
-0.08	i	S=C(NCCSCc1ccccc1Cl)Nc1ccccc1
0.36	i	CCN1CCN(S(=O)(=O)c2ccc(Br)s2)CC1
0.21	i	CC(NC(=O)c1noc2c1CCCCC2)c1ccccc1 (stereo not given)
-0.76	i	COc1ccc(CCNC(=O)Nc2cccs2)c(OC)c1
0.79	i	C/C(Cn1cnc([N+](=O)[O-])n1)=N\NC(=O)c1ccc(Br)cc1
0.32	i	COCCNC(=O)C(c1ccc(F)cc1)N(Cc1cccs1)C(=O)CCC(=O)Nc1ccccn1 (stereo not given)
1.3	i	CCOc1ccc(-n2c(O)c(/C=N/c3ccnn3Cc3ccncc3)c3ccccc3c2=O)cc1
0.4	i	CC1(C)CC(=O)C(C=NCC2CCN(C(=O)Nc3ccc(Cl)c(Cl)c3)CC2)=C(O)C1
1.6	i	COC(=O)/C(=N\Nc1ccc(Cl)cc1)Sc1nnc(-c2ccc(OC)cc2)n1C
-2.1	i	C=CCn1c(CNS(=O)(=O)c2ccc(Cl)cc2)n[nH]c1=S
0.62	i	CCOC(=O)c1ccc2nc(NC(NC(C)=O)(C(=O)OC)C(F)(F)F)sc2c1 (stereo not given)

One compound at a time, as listed above. Screens in order: Kir21 inh	CHT block
NC(=O)c1cc(S(=O)(=O)N2CCc3ccccc3C2)cs1 is listed as 1.3	i
Cn1cccc1CC(=O)NNC(=S)Nc1ccc(F)cc1 is listed as 0.32	i
S=C(NCCSCc1ccccc1Cl)Nc1ccccc1 is listed as -0.08	i
CCS(=O)(=O)C1=NN2C(=N)/C(=C\c3ccc(OCCOc4cccc(OC)c4)c(OC)c3)C(=O)N=C2S1 is listed as 0	i
COC(=O)c1ccc(C(NC(=O)OCc2ccccc2)/C(C)=C/[C@@H](C)C(=O)NCc2ccc(OC)c(OC)c2)cc1 (stereo not given in full) is listed as -2.7	i

Other results
Kir21 inh	CHT block	Molecule
1.5	i	COc1cc2c(cc1OC)C(C(=O)Nc1ccccn1)C(c1cccnc1)N(C)C2=O (stereo not given)
0.45	i	COC(=O)CCC(=O)OC1(C)C(=O)C=C2C=C(C3CC3)N(Cc3ccccc3)C=C2C1=O (stereo not given)
-0.68	i	Cc1noc(C)c1C(=O)OCC(=O)c1ccc[nH]1
-0.98	i	CCn1nc(C(=O)OCC(=O)N(CC(C)C)c2c(N)n(Cc3ccccc3)c(=O)[nH]c2=O)c2ccccc2c1=O
-0.08	i	CCCC(=O)Nc1ccc2oc(=O)ccc2c1
2	i	Cc1csc(=O)n1CC(=O)OCC(=O)NCc1ccccc1
0.05	i	O=C(Nc1ccc(N2CCN(C(=O)c3cccs3)CC2)cc1)c1ccccc1F
1.1	i	COC(=O)c1ccc(C)c(NC(=O)C(CCSC)NC(=O)c2cc(OC)c(OC)c(OC)c2)c1 (stereo not given)
1.5	i	CC(=O)Nc1ccc(N2CCOCC2)c(Cl)c1
-3.4	i	COc1ccccc1N/C(=N/S(=O)(=O)c1ccc(C)cc1)c1ccccc1
-0.83	i	CCc1nnc(NS(=O)(=O)c2ccc(N=CC3=C(O)CC(C)(C)CC3=O)cc2)s1
0.89	i	CCn1c(SCC(=O)c2ccc(Cl)cc2)nnc1-c1cccs1
-0.41	i	CCOC(=O)C1(CCOc2ccccc2)CCN(Cc2ccccc2O)CC1
0.32	i	Cc1ccc(OCC(=O)Nc2ccc3c(c2)nc(CCN2CCOCC2)n3C)cc1
0.01	i	CC(C)CCn1nc(C(=O)OC(C)C(=O)NC(N)=O)c2ccccc2c1=O (stereo not given)
-0.01	i	CN1C(=O)N(C)c2cccc3cccc1c23
0.81	i	COc1ccc(N2CCN(C(=O)c3ccc(N(C)S(=O)(=O)c4ccc(OC)cc4)cc3)CC2)cc1
-0.31	i	Cc1ccc(-c2onc3ccc(C4OCCO4)cc23)cc1
-0.22	i	Cc1ccc2cc(C#N)c(N3CCCN(C(=O)c4cnccn4)CC3)nc2c1
0.08	i	COC/C=C/C1=CC2=CC(=O)C(C)(OC(=O)c3cnc4ccccc4n3)C(=O)C2=CN1Cc1ccccc1 (stereo not given)
-0.04	i	COC(=O)c1c(C)[nH]c(C(=O)CN2CCOCC2)c1C
0.89	i	Cc1ccc(NC(=O)CSCC(=O)Nc2ncc3c(n2)CC(c2ccco2)CC3=O)cc1 (stereo not given)
0.9	i	CCOC(=O)COc1nc(OC)nc(N2CCOCC2)n1
-1.3	i	Cc1[nH]c2ccccc2c1/C=N/NC(=O)c1ccccc1
0.49	i	CC#CC[N+](C)(C)CCCCCC
-1.1	i	CCCCCCC(O)(CCN1CCCCC1)c1ccccc1 (stereo not given)
-0.76	i	Cc1ccc(-c2nc3c(c(SCC(=O)N4CCOCC4)n2)Cc2c(CO)cnc(C)c2O3)cc1
-2.5	i	CN1CCN(c2ccc(Cl)cc2NC(=O)CC2OC(=O)c3ccccc32)CC1 (stereo not given)
-1.3	i	O=C(NCc1ccco1)C(c1cccnc1)N(C(=O)Cn1nnc2ccccc21)c1ccc(F)cc1 (stereo not given)
0.16	i	O=C(COC(=O)c1cc(Br)ccc1Cl)NC1CCCC1
0.44	i	COCCN1Cc2cccc(C(=O)NCc3cccnc3)c2C1=O
-0.78	i	COc1ccc(N/N=C(\C#N)C(=O)NCCc2ccc(OC)c(OC)c2)cc1
1.3	i	NS(=O)(=O)c1ccc(CCNc2ncnc3c2c(-c2ccccc2)cn3-c2ccc(F)cc2)cc1
0.09	i	O=C(CCN1C(=O)/C(=C/c2ccccc2Cl)SC1=S)NCCc1ccc(O)cc1
0.64	i	CCCCCCNC(=O)C(=O)NCCc1ccc(Cl)cc1
1.5	i	Cc1ccccc1OCC(=O)OCC(=O)NCc1ccco1
-0.89	i	Cc1cc(N2C(=O)C3C4C=CC(C4)C3C2=O)ccc1Br (stereo not given)
-2.6	i	C=CCn1c(CNC(=O)c2cccs2)nnc1SCc1ccc(Cl)cc1Cl
0.28	i	COc1ccc(CCNC(=O)c2c(C)cc(=O)oc2C)cc1OC
0.51	i	CC(C)(O)C#Cc1ccc(C(=O)N2CCN(c3ccc([N+](=O)[O-])cc3)CC2)cc1
-0.02	i	C=CCOC(=O)C1=C[C@H](C(C)(C)C)[C@@H](CCCO)[C@H](OCC)O1
-0.34	i	CNC(=O)CS(=O)CC(=O)Nc1cc(OC(C)C)c(Cl)cc1Cl (stereo not given)
0.61	i	COc1cc(C(=O)NCCCN(C)C)ccc1OCC(=O)Nc1cccc(C(F)(F)F)c1
-8.7	i	Nc1ccc2nc(-c3ccccc3)cnc2c1
0.79	i	CCOC(=O)Cn1cnc2scc(-c3ccc(C)cc3)c2c1=O
-2.3	i	Cc1ccc(S(=O)(=O)N[C@H](C(=O)N2CCC(C(=O)N[C@H](C(=O)O)c3ccccc3)CC2)C(C)C)cc1
2.9	i	CCOC(=O)c1c(-c2ccccc2)oc2cc(Br)c(O)cc12
-0.16	i	Cc1ccc(CSCC(=O)N(C)CC(=O)Nc2ccccc2Cl)cc1
0.02	i	CCOc1ccc2c(c1)C(c1ccc(C)cc1)=NNC(c1ccc(OC)cc1)=N2
-0.11	i	COCCn1c(CCc2ccccc2)n[nH]c1=S
0.83	i	CCN(C(=O)COC(=O)c1nc2nc(C)cc(C)n2n1)C1CCCCC1
1.4	i	Cc1cc(=O)n2nc(N3CCC(C(=O)NCc4cccc(Cl)c4)CC3)sc2n1
0.68	i	O=C(COc1ccc(C(=S)N2CCOCC2)cc1)Nc1ccccc1C(F)(F)F
0.71	i	COc1cccc(C(=O)/C=C/Nc2ccc(S(=O)(=O)Nc3cnc4ccccc4n3)cc2)c1
0.64	i	COC(=O)c1ccc(C2/C(=C(/O)c3ccc4c(c3)CC(C)O4)C(=O)C(=O)N2Cc2ccncc2)cc1 (stereo not given)
